Screens deposited in PubChem by National Center for Advancing Translational Sciences (NCATS).
LDHA inh = blocks human lactate dehydrogenase A; AID 1347041; activity change, % (values are at about 110 or 230 µM); P00338; purified LDHA, NADH/diaphorase-resazurin fluorescence; stronger effect = lower value; 480,000 tested, 0.15% active; in the data active means activity change below about -30%; inconclusive means mostly about -25% to -30%;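 further: plate controls were DMSO wells for no effect and wells without enzyme for full effect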
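Human LDH5 (2 nM) was incubated with 0.06 mM NADH and 0.2 mM pyruvate for 5 min at room temperature in Tris pH 7.4. Remaining NADH was coupled through diaphorase/resazurin, and resorufin fluorescence was read at 0 and 20 min.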
Vif-APOBEC3G blk = inhibitors of Vif-APOBEC3G interaction; HeLa A3G-eYFP + Vif (tagged APOBEC3G with the HIV-1 protein that degrades it), YFP fluorescence, overnight; 410,000 tested, 0.076% active; Potency, µM (doses to about 46.1 µM), for inactives: at the highest dose activity, negative = active, most hits filed as inhibitors; AID 602310;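 further: potency means the concentration at half of the fitted maximal effect; on the % scale 0 is the no-effect control and ±100 the full control effect; nearly all actives have a fitted effect of over 60% in size; hits raise eYFP signal because A3G escapes Vif-driven loss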
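HeLa cells stably expressing Vif and C-terminally eYFP-tagged A3G, seeded overnight at 37 deg C, then exposed to compound by pintool overnight at 37 deg C. Rise in yellow fluorescence (Ex 488/Em 500-530, Acumen) marks blocked Vif-driven A3G degradation.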
D2 PAM = D2 dopamine receptor (human) potentiation; 340,000 tested, 0.34% active; AID 485347; HEK293 T-REx D2, calcium flux, EC20 dopamine potentiation; potentiation, % at 10 µM;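 active means potentiation over 3 SD above the plate norm, cut at about 30% in these data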; further: 0% is about no effect
Target sequence (P14416 whole entry, looked up): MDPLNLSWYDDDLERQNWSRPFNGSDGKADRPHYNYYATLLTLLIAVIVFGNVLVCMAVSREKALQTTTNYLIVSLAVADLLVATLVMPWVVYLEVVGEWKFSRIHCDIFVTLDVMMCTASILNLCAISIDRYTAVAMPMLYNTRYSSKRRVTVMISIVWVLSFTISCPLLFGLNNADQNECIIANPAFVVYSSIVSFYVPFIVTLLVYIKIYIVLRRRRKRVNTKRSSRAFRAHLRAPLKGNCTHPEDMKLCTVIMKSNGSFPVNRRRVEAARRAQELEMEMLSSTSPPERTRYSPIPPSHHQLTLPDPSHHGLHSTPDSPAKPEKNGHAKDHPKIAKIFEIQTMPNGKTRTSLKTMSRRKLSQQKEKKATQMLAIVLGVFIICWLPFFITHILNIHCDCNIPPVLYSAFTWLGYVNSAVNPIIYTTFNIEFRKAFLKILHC
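Potentiation of an EC20 dopamine calcium response measured kinetically over 180 s, after a preceding 180 s compound-only read flagging agonists. Cells: inducible Hek293 Trex D2 line, 4000/well, cultured overnight at 30 C before dye loading.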
D1 ag = human D1 receptor agonism; 360,000 tested, 1% active; activation, % at 2 µM; AID 504660; P21728; HEK293 T-REx D1 cells, calcium flux, agonist mode; in the data active means activation above about 30%; further: 0% is about no effect
Target sequence (P21728 whole entry, looked up): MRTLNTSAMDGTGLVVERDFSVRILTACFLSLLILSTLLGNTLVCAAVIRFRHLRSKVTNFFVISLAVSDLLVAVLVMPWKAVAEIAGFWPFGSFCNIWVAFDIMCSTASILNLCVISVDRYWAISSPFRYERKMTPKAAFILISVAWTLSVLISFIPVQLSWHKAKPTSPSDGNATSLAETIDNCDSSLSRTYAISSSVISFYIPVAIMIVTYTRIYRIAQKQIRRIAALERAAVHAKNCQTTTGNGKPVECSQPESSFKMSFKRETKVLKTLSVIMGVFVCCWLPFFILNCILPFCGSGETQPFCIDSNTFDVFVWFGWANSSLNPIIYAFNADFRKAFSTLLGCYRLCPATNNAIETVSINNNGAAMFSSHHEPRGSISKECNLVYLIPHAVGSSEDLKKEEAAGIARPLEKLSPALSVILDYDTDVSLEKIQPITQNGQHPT
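Tetracycline-induced HEK293 TREx D1 cells, force-coupled to calcium signalling, were dye-loaded with a no-wash calcium kit. Compound was pin-added after a 10 s baseline. Fluorescence was read kinetically at 1 cycle/s for 180 s, with calcium rises flagged as agonism.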
Vif-A3F inh = Vif-A3F binding inhibition; HeLa A3F-eYFP + Vif (tagged APOBEC3F with the HIV-1 protein that degrades it), YFP fluorescence increase; Potency, µM (doses to about 46.1 µM), inactives show at the highest dose activity, negative = active; 390,000 tested, 0.2% active; AID 602313; further: potency means the concentration at half of the fitted maximal effect; % of control where 0% means no effect; nearly all actives have a fitted effect of over 65% in size
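Fluorescence increase (Ex 488/Em 500-530) after overnight compound treatment at 37 deg C flags inhibition of Vif-driven A3F-eYFP loss in stable HeLa A3F-eYFP/Vif cells seeded overnight beforehand.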
D1 antagonist = human D1 dopamine receptor antagonism | P21728 | HEK293 TREx D1 cells, calcium flux, dopamine EC80; stronger effect = lower value | activity change, negative = inhibition, % at 10 µM | 360,000 tested, 3.2% active | AID 504652; in the data active means activity change below about -30%; further: on the % scale 0 is the no-effect control and ±100 the full control effect
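Allosteric or orthosteric antagonism assessed as attenuation of the calcium response to EC80 dopamine, added 180 s after compound, in induced HEK293 Trex D1 cells loaded with no-wash calcium dye.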
RXFP1 ag = RXFP1 (human) receptor agonism; Q9HBX9; HEK293T-RXFP1 cAMP TR-FRET, 30 min; response scale: percent of porcine relaxin response, buffer zero; AID 2676; 370,000 tested, 0.3% active; Potency, µM (series often up to 57.5 µM), for the others: at the highest dose activation, actives largely listed as activators; further: potency means the concentration at half of the fitted maximal effect; on the % scale 0 is the no-effect control and ±100 the full control effect; nearly all actives have a fitted effect of over 60% in size; many of its hits are not listed in these tables
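HEK293 cells stably expressing RXFP1, treated 30 min at 37C with compounds plus PDE4 inhibitor Ro 20174; cAMP measured by HTRF TR-FRET. Normalized to buffer and 29 nM porcine relaxin; EC50 by Hill fit.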
D1 PAM = human D1 dopamine receptor positive modulation | P21728 | HEK293 TREx D1 cells, calcium flux, dopamine EC20 potentiation | potentiation, % at 10 µM | 360,000 tested, 0.036% active | AID 504651; in the data active means potentiation above about 30%; further: 0% is about no effect
GRP78 ERSR act = induces the endoplasmic reticulum stress response in human glioma cells. Potency, µM, for the others: top-dose activation, most hits filed as activators. AID 602332. 420,000 tested, 0.02% active. U87-MG GRP78 promoter luciferase reporter, 16 h; further: potency means the concentration at half of the fitted maximal effect; series mostly up to about 76 µM; % of control where 0% means no effect; nearly all actives have a fitted effect of over 35% in size
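ERSR induction read as luciferase luminescence (Bright-Glo, 10 min at room temperature) in stably transfected human U87-MG glioma cells exposed to compounds for 16 h, using GRP78 as sensor.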
The depositor's hits bear a star; ? = inconclusive; / = not tested or not shown. Unless noted, the call rests on the fitted dose curve; in most records, active means well fitted curve in the direction sought with a large enough effect; inconclusive means small, poorly fitted or top-dose-only effect, or another doubt; inactive means no such curve, though single readings can be large; an effect the other way counts as inactive or inconclusive. An excerpt; count on the stated rates, not on these rows.

Second line of a record – LDHA inh	Vif-APOBEC3G blk	D2 PAM	D1 ag	Vif-A3F inh	D1 antagonist	RXFP1 ag	D1 PAM	GRP78 ERSR act
> C/C(CC(=O)NC12CC3CC(CC(C3)C1)C2)=N\NC(=O)c1ccc(F)cc1
 : -6	-1%	-8	7	12%	19	2.2%	/	-1%
> O=C1C=C(Nc2cccnc2)c2ccccc2C1=O
 : 32	?	/	/	7%	/	/	/	2%
> OCCC1CN(Cc2cc(F)ccc2-n2cccn2)CCN1C1CCCC1 (centres undefined)
 : -2	-8%	0	1	-9%	-12	2.4%	-4	-5%
> COc1cc(/C=N/NS(=O)(=O)c2ccc(C(C)(C)C)cc2)cc([N+](=O)[O-])c1O
 : 2	-4%	4	5	2%	7	-3.5%	-5	1%
> CC1(C)CC(=O)C(C(C2=C(O)CC(C)(C)CC2=O)c2ccc(Br)s2)C(=O)C1 (centres undefined)
 : 1	-19%	10	3	-13%	2	0.4%	1	-14%
> Cc1ccc2c(c1)N(C(=O)CCC(=O)NCc1cccs1)CCO2
 : -6	3%	/	1	-7%	5	-1.0%	0	-5%
> Cc1nc(NCCCN2CCOCC2)c2cnn(-c3ccccc3)c2n1
 : -2	1%	/	/	3%	/	/	/	6%
> Cc1nn2c(=O)cc(COC(=O)c3ccco3)nc2s1
 : -2	1%	1	1	4%	1	4.4%	-4	4%
> O=C(Cc1ccc(NC(=O)C2CCN(C(=O)C3CCCCC3)CC2)cc1)Nc1ccc(C(=O)N2CCOCC2)cc1
 : 0	-2%	/	/	2%	/	/	/	-2%
> O=C(NCCO)Nc1ccc(Cl)cc1
 : 3	-8%	/	1	-7%	9	1.7%	-4	1%
> CCOC(=O)NC(=O)CN1C(=O)NC(C)(c2ccccc2)C1=O (centres undefined)
 : -6	0%	3	5	-1%	4	0.3%	-2	-5%
> O=C(NN=C(c1ccccc1)c1ccccc1)C(CCl)C1CCCCC1 (centres undefined)
 : -3	1%	10	0	0%	/	-0.9%	-4	-4%
> CCOC(=O)C1(CCOC)CCN(Cc2ccncc2)CC1
 : 1	-2%	8	2	-16%	2	-2.7%	-4	-6%
> CCOC(=O)c1c(NC(=S)NCC2CCCO2)sc(C)c1C (centres undefined)
 : -5	-1%	-6	6	-9%	7	18%	4	-1%
> Cn1ccnc1SCC(=O)Nc1cccc2ccccc12
 : -4	2%	0	2	-7%	-34*	1.8%	-7	0%
> COc1ccc(C2(c3ccc(OC)cc3)NC(=O)N(CC(=O)Nc3ccc(OC(F)F)cc3)C2=O)cc1
 : -11	0%	17	12	9%	9	-0.3%	-6	-2%
> COc1cccc(NC(=O)Cn2c(=O)n(-c3ccccc3)c(=O)c3sccc32)c1
 : -10	2%	/	2	1%	-1	4.3%	-1	-2%
> CC1(C)C(=O)Nc2ccccc2N1C(=O)c1ccc([N+](=O)[O-])cc1
 : 0	-3%	4	-1	-2%	2	1.4%	-4	-1%
> Cc1ccc(C)c(/C=N/NC(=S)NC(C)C)c1
 : -6	0%	9	0	1%	3	2.1%	5	-1%
> O=C(NC1CCN(S(=O)(=O)c2ccccc2F)CC1)c1cccnc1
 : -11	4%	/	1	2%	-20	0.3%	-4	-3%

Shown as a hit in D1 antagonist, of those listed so far:
SMILES | LDHA inh | D2 PAM | D1 ag | D1 antagonist | D1 PAM | GRP78 ERSR act
Cn1ccnc1SCC(=O)Nc1cccc2ccccc12 | -4 | 0 | 2 | -34* | -7 | 0%

Part of the list above in a different format:
CC1(C)CC(=O)C(C(C2=C(O)CC(C)(C)CC2=O)c2ccc(Br)s2)C(=O)C1 (centres undefined)
- LDHA inh: 1
- Vif-APOBEC3G blk: -19%
- D2 PAM: 10
- D1 ag: 3
- Vif-A3F inh: -13%
- D1 antagonist: 2
- RXFP1 ag: 0.4%
- D1 PAM: 1
- GRP78 ERSR act: -14%

Cc1ccc2c(c1)N(C(=O)CCC(=O)NCc1cccs1)CCO2
- LDHA inh: -6
- Vif-APOBEC3G blk: 3%
- D2 PAM: /
- D1 ag: 1
- Vif-A3F inh: -7%
- D1 antagonist: 5
- RXFP1 ag: -1.0%
- D1 PAM: 0
- GRP78 ERSR act: -5%

Cc1nc(NCCCN2CCOCC2)c2cnn(-c3ccccc3)c2n1
- LDHA inh: -2
- Vif-APOBEC3G blk: 1%
- D2 PAM: /
- D1 ag: /
- Vif-A3F inh: 3%
- D1 antagonist: /
- RXFP1 ag: /
- D1 PAM: /
- GRP78 ERSR act: 6%

(cont.)
Second line of a record – LDHA inh	Vif-APOBEC3G blk	D2 PAM	D1 ag	Vif-A3F inh	D1 antagonist	RXFP1 ag	D1 PAM	GRP78 ERSR act
> Cc1nc(-c2ccccn2)sc1C(=O)O
 : -2	5%	3	-2	0%	21	16%	-1	?
> CC1CCN(S(=O)(=O)c2ccc(C(=O)Nc3nnc(-c4ccccn4)o3)cc2)CC1
 : 2	3%	4	3	-12%	9	1.2%	-2	-2%
> N#Cc1c(-n2ncnc2-c2ccc(Br)cc2)sc2c1CCCCC2
 : 0	4%	4	-2	-6%	-4	1.9%	0	-3%
> O=C(Cn1cc(C(F)(F)F)ccc1=O)Nc1ccc(N2CCOCC2)cc1
 : 1	0%	-3	2	0%	1	-0.2%	-1	-1%
> CCCc1cc(C(=O)Nc2cccc(-c3nn[nH]n3)c2)sc1C
 : 1	1%	/	/	0%	/	/	/	7%
> CC/C(=N/NC(=O)c1ccc(Br)cc1)c1ccc(OCCN2CCOCC2)cc1
 : -3	0%	-23	2	0%	9	1.9%	2	2%
> Cc1ccc(C)c(N2CCN(C(=O)CN3CCSc4ccccc43)CC2)c1
 : -8	-3%	-3	5	10%	-22	-3.1%	3	-4%
> O=c1[nH]c2ccccc2cc1-c1noc(-c2cccnc2)n1
 : 1	-6%	2	2	-1%	10	0.6%	2	-6%
> Cc1cc(C)c2c(-n3cccc3)n[nH]c2n1
 : 1	-6%	-10	2	0%	-4	-1.7%	-2	1%
> COc1ccccc1N(CC(=O)NC1CCCCC1C)S(=O)(=O)c1cccs1 (centres undefined)
 : -1	1%	/	/	10%	/	/	/	-2%
> O=C(NCCOc1ccccc1F)C1CCC(=O)N(CCc2cccc(F)c2)C1 (centres undefined)
 : -6	1%	14	2	-6%	6	-2.9%	0	0%
> COc1ccc(CN2C(=O)C(O)(CC(=O)c3c(C)n[nH]c3C)c3ccccc32)cc1OC (centres undefined)
 : 7	5%	-4	4	-5%	-4	2.4%	3	0%
> CCOc1ccc(/C=C(\C#N)C(=O)Nc2cccnc2)cc1
 : -2	0%	-9	3	-1%	5	3.0%	-7	-2%
> Cc1c(C(=O)Nc2cccnc2)oc2ccc(Br)cc12
 : -6	?	-8	-1	-20%	13	1.3%	-1	6%
> COC(=O)c1ccc(C23CC4(C2)[C@H](CN(CC2CCCCC2)[C@@H]4c2ccccc2)C3c2ccc(C(F)(F)F)cc2)cc1 (some centres undefined)
 : 0	2%	-3	1	-1%	9	0.0%	-2	-2%
> COc1cc(CCC(=O)OCC(=O)Nc2ncc(Cl)cc2Cl)cc(OC)c1OC
 : -2	0%	3	3	-2%	7	2.8%	-3	-2%
> COc1nc(C)ccc1-c1noc(-c2cccnc2)n1
 : -1	5%	5	1	7%	3	2.0%	-14	0%
> O=[N+]([O-])c1ccc(N/N=C/c2ccccc2O)cc1
 : -3	-18%	4	25	-11%	-26	-0.7%	-13	5%
> NC(=O)CC(NC(=O)Cc1ccc(Cl)cc1)c1ccc(NC2CC3CCC2C3)c([N+](=O)[O-])c1 (centres undefined)
 : 8	-10%	5	2	-8%	6	-1.5%	1	-5%
> Cc1ccc(NS(=O)(=O)c2c(C)noc2C)cc1
 : -1	0%	-1	1	3%	-12	-1.0%	1	-1%

The list continues.
Second line of a record – LDHA inh	Vif-APOBEC3G blk	D2 PAM	D1 ag	Vif-A3F inh	D1 antagonist	RXFP1 ag	D1 PAM	GRP78 ERSR act
> COc1cc([C@@H]2CC=C(C(=O)O)[C@H](c3ccc(F)cc3)N2S(=O)(=O)c2ccc(C)cc2)cc(OC)c1OC
 : 1	5%	3	2	7%	-6	0.2%	0	-4%
> C=CCc1c(C)nc2ccc(C(=O)OCC)cc2c1Cl
 : 4	-6%	-3	3	-9%	3	3.9%	-4	1%
> Cc1c(OC(C(=O)O)c2ccccc2)ccc2c1oc(=O)c1ccccc12 (centres undefined)
 : -4	-10%	-3	2	0%	7	1.3%	-5	1%
> CCOC(=O)c1ccc(NC(=O)c2nc[nH]c2C(=O)NC[C@H](C)O)cc1
 : -7	0%	/	/	-1%	/	/	/	-3%
> Cc1ccc2[nH]c(=O)c(CN(C(=O)c3cccc([N+](=O)[O-])c3)C(C)(C)C)cc2c1
 : 1	-6%	7	2	-16%	13	4.1%	3	-2%
> C=C1C(C(=O)Nc2ccc(OCC)cc2)C1C(=O)Nc1ccc(OCC)cc1 (centres undefined)
 : -4	0%	3	0	-11%	-11	-0.5%	-4	-5%
